PGE2 EP2 inh = EP2 receptor (human) inhibition; inhibition, % at 25 µM; AID 1422; actives 0.52% (n = 260,000); C6 glioma cells expressing human EP2, cAMP TR-FRET; cells stimulated with saturating PGE2;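 active means percent inhibition above 40 after rounding to a whole number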;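 further: rat C6 glioma host cells with rolipram phosphodiesterase inhibitor present; the protocol text gives 20 µM as final concentration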
Target sequence (P43116 whole entry, looked up): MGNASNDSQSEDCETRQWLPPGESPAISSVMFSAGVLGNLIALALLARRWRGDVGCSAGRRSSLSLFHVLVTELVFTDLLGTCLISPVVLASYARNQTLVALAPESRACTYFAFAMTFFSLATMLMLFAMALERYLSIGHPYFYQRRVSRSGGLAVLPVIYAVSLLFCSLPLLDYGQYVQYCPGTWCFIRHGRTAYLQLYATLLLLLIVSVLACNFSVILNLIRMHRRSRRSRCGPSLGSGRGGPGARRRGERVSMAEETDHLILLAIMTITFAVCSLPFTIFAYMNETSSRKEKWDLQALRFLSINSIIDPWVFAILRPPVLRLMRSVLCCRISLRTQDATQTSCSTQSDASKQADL
PPC-1+TRAIL kill = kills PPC-1 cancer cells in the presence of TRAIL. actives 0.41% (n = 220,000). PPC-1 cells + TRAIL, ATPLite viability luminescence. cell killing (% activity), % at 4 µM. AID 1443;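 active means cell killing above 50% in the first pass at 4 µM, then a duplicate retest at 5 µM averaging 50% or more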;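 further: plate controls were cells with TRAIL plus DMSO for no effect and medium-only wells lacking cells for full effect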
RBBP9 inhibitor = human RBBP9 hydrolase inhibition; actives 0.2% (n = 220,000); inhibition, % at 7.94 µM; recombinant RBBP9, FP-Rh probe fluorescence polarization; O75884;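 active means inhibition above the campaign mean of all tested compounds plus 3 SD, cut at about 14% in these data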;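 further: plate controls were DMSO wells with RBBP9 for no effect and wells lacking RBBP9 protein for full effect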
Target sequence (O75884 whole entry, looked up): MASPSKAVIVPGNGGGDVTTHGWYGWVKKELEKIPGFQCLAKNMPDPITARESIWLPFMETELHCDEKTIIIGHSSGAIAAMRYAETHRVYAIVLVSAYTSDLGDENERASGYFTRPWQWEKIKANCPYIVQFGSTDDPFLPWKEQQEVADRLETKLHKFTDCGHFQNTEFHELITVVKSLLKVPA
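Controls: DMSO-treated enzyme wells and wells lacking RBBP9 | Material: RBBP9 protein | Technique: Fluorescence polarization | Replication: Single well per compound, no replicates | Buffer or medium: Tris-NaCl-Pluronic buffer, pH 8.0 | Timing: 30 min compound preincubation, 45 min probe labeling, 25 °C | Read-out basis: Percent inhibition from mP, scaled between DMSO and no-protein wells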
NCF1 inh = inhibitors of human p47phox binding; inhibition, % at 24.7 µM; p47phox/p22phox peptide binding, fluorescence polarization, 2 h; actives 0.53% (n = 220,000); AID 1274;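 active means inhibition above about 30%, limit read from the data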;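 further: 0% = p47phox with labelled peptide and 100% = labelled peptide alone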
Target sequence (P14598 whole entry, looked up): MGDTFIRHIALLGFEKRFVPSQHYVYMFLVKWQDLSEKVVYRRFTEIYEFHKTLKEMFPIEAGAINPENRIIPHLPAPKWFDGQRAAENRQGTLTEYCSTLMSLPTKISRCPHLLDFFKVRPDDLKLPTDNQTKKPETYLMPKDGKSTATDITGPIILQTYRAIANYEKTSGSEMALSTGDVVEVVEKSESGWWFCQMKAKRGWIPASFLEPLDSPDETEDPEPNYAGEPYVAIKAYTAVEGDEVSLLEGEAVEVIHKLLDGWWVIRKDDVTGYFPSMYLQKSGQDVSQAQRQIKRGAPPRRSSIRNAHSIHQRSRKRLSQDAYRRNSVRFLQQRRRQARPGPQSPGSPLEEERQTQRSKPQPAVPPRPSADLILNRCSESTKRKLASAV
Ba/F3 V617F tox = lowers viability of Ba/F3 cells expressing EpoR and JAK2V617F. actives 1.1% (n = 220,000). ATP luminescence. inhibition, % at 5.6 µM;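 active means inhibition above the campaign mean plus 3 SD over all tested compounds, cut at about 24% in these data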;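 further: cytokine-independent growth of Ba/F3 cells driven by EpoR plus mutant JAK2; 0% = DMSO-treated cells and 100% = JAK inhibitor I control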
p97 inhibitor = human p97 ATPase inhibition; P55072; recombinant p97 ATPase, Kinase-Glo ATP luminescence, 3 h; inhibition, % at 8 µM; actives 0.42% (n = 220,000); in the data active means inhibition above about 15%;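 further: 0% = DMSO vehicle and 100% = wells lacking enzyme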
BaF3 tox = parental Ba/F3 viability inhibition as JAK2V617F counter-screen; CellTiter-Glo ATP luminescence; inhibition, % at 5.6 µM; actives 1.1% (n = 220,000); AID 1486;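 active means inhibition above a per-campaign cutoff, the mean inhibition of all tested compounds plus 3 SD, cut at about 27% in these data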;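 further: 0% = DMSO wells and 100% = JAK Inhibitor I control wells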
Furin inh = inhibitors of human furin; P09958; purified furin, fluorogenic substrate cleavage; inhibition, % at 30 µM; actives 0.061% (n = 220,000); in the data active means inhibition above about 25%; further: inactives centre near -15
Tb hexokinase = blocks Trypanosoma brucei hexokinase 1 activity; recombinant TbHK1, G6PDH-coupled NADH A340; inhibition, % at 10 µM; actives 0.11% (n = 220,000); AID 1430;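 active means inhibition of 50% or more in the single-dose primary screen; inactive means inhibition below 50%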
An asterisk follows results filed as active; x = not tested or not shown; & = joins results of further samples; [ ] = remark or other dose. An excerpt; count on the stated rates, not on these rows.

SMILES	PGE2 EP2 inh	PPC-1+TRAIL kill	RBBP9 inhibitor	NCF1 inh	Ba/F3 V617F tox	p97 inhibitor	BaF3 tox	Furin inh	Tb hexokinase
C=CCn1c(CCNC(=O)c2cccs2)nnc1SCC(=O)Nc1cccc(F)c1	8	18	-1	-11	-6	2	3	-9[20 µM]	-6
O=S(=O)(Nc1nc(CN2CCOCC2)nc2sc3c(c12)CCCC3)c1cc(F)ccc1F	13	6	2	-11	1	3	5	-20	10
CC1=CCC[C@@H]2[C@@](C)(CC/C(C)=C/C(=O)O)[C@H](C)CC[C@@]12C	7	-7	-6	-4	-6	0	0	-9	28
CCOC(=O)c1cc[nH]c1C	3	-9	-1	-4	-1	2	0	4	-9
O=C(CSc1ccc(-c2ccco2)nn1)NCc1ccc(Cl)cc1	9	12	-3	-14	-2	-4	5	-18	-10
COc1ccc(-c2cn3cc(Br)cnc3n2)cc1	10	-1	4	-17	1	3	4	-19	-5
CN1C(=O)c2cccc(N(C)C)c2C1=O	8	0	-8	-10	-1	4	4	-19	-2
Cc1nc(C(=O)Nc2cccc(Cl)c2)nn1-c1cc(OC(C)C)c(Cl)cc1Cl	4	-19	-15	-4	4	-11	7	-1[20 µM]	8
COc1ccc(-c2ccc([C@H]3[C@@H]4C=CCC[C@@]4(C)C(=O)N3Cc3ccccc3)c(F)c2)cc1	3	11	x	9	x	x	x	-20	-2
COc1ccc(OC)c(Nc2nc(-c3sc(NC(=O)C(C)(C)C)nc3C)cs2)c1	9	-1	-1	-14	0	1	7	-14[20 µM]	-11
O=C(NC1CCCCCCC1)c1cc(COc2ccc3ncccc3c2)on1	10	22	-5	-4	7	-3	39*	-13	2
CCC(CC)C(=O)Nc1cccc(C(=O)NCCc2ccccc2)c1	4	15	-9	-7	5	-2	11	-26	0
CCCOc1ccc(/C=N/NC(=O)CSc2ccccn2)cc1OC	9	17	17*	5	-5	6	4	-4	-23
Cc1ccc(S(=O)(=O)N2CCNC(=O)CC2)cc1	9	4	-5	0	2	1	6	-27	-2
Cc1cc(C)nc(-n2nc(C)cc2NC(=O)c2cccc(S(=O)(=O)N3CCCCC3)c2)n1	4	3	-4	-2	-5	5	-1	-19	-17

Not a retest: entries from further up.
SMILES	PGE2 EP2 inh	PPC-1+TRAIL kill	RBBP9 inhibitor	NCF1 inh	Ba/F3 V617F tox	p97 inhibitor	BaF3 tox	Furin inh	Tb hexokinase
CCC(CC)C(=O)Nc1cccc(C(=O)NCCc2ccccc2)c1	4	15	-9	-7	5	-2	11	-26	0
CCCOc1ccc(/C=N/NC(=O)CSc2ccccn2)cc1OC	9	17	17*	5	-5	6	4	-4	-23
Cc1ccc(S(=O)(=O)N2CCNC(=O)CC2)cc1	9	4	-5	0	2	1	6	-27	-2
Cc1cc(C)nc(-n2nc(C)cc2NC(=O)c2cccc(S(=O)(=O)N3CCCCC3)c2)n1	4	3	-4	-2	-5	5	-1	-19	-17

The list goes on:
SMILES	PGE2 EP2 inh	PPC-1+TRAIL kill	RBBP9 inhibitor	NCF1 inh	Ba/F3 V617F tox	p97 inhibitor	BaF3 tox	Furin inh	Tb hexokinase
CC(=O)N1c2ccccc2NC2=C(C(=O)CCC2)C1c1ccco1 (stereo unspecified)	6	18	-4	-9	3	1	6	-14	-30
COc1ccc(C2CC(C)(c3ccc(OC)cc3OC)Nc3ccccc3N2)c(OC)c1 (stereo unspecified)	8	2	-7	-9	62*	-2	72*	-22	1
COc1ccc(CNC(=S)N/N=C/c2ccc(OC)c(OC)c2)cc1	x	21	-7	2	-1	0	5	-4[20 µM]	-23
CN1CCN(NC(=O)CN2C(=O)S/C(=C\c3c(Cl)cccc3Cl)C2=O)CC1	11	4	-3	-15	-2	6	4	-21	2
CCc1nnc(NC(=O)Cc2cccs2)s1	11	x	-4	-25	-3	7	4	-25	-1
CC1CCCC(C)N1C(=O)c1cc(-c2cccs2)on1 (stereo unspecified)	7	-5	-1	-4	7	-4	7	-6	4
CCCCN(C)C1=CC2=CC(=C(C#N)C#N)CCC2CC1 (stereo unspecified)	16	-1	-8	3	2	-3	5	-2	21
CC(C)(C)C(=O)NC(=S)Nc1cccc(C(=O)O)c1	7	19	3	-2	1	2	10	-12	-1
CCC(=O)c1ccc(OCCn2cncn2)cc1	9	-10	-11	-10	5	-7	3	-3[20 µM]	8
COc1ccc(-c2cc(C(=O)Nc3ccccc3F)on2)cc1	9	-14	2	-1	-1	3	5	-32	-5
CCCOc1ccc(S(=O)(=O)n2cc(Br)c(=O)[nH]c2=O)cc1	1	-5	1	-13	6	-8	12	-9	6
O=S(=O)(c1ccc(F)cc1)c1nc(-c2ccco2)oc1Nc1ccccc1	9	2	-12	-43	1	-5	6	-6	-11
COc1ccc(C(=O)N(C)Cc2ccccc2)cc1Br	8	-28	-6	-3	-4	5	2	-16	-1
CC1CCCCC12NC(=S)N(c1ccccc1)N2 (stereo unspecified)	5	7	6	6	-3	4	0	-21	-4
C=CCn1c(SCc2nc3scc(-c4ccccc4)c3c(=O)[nH]2)nnc1-c1ccccc1F	9	5	-2	-29	-2	5	3	-15	36
CCOC(=O)Cc1csc(NC(=O)C(CC(C)C)NC(=O)C2CCCCC2)n1 (stereo unspecified)	4	-3	-5	2	2	-2	2	-15	7
CCCc1n(CC(O)COCC2CC=CCC2)c2ccccc2[n+]1C (stereo unspecified)	1	x	-4	-1	33*	4	66*	-14	4
c1cncc(-c2nc(-c3cccs3)cs2)c1	3	0	-3	-5	1	-1	4	-18	-9
CC(NC(=O)c1ccc2c(c1)OCO2)C(c1cccs1)N1CCN(c2ccccc2)CC1 (stereo unspecified)	8	-1	1	-5	-1	5	-4	-26	-2
CCC(=O)Nc1ccc(NC(=O)CSc2nnnn2-c2ccc3c(c2)OCCO3)cc1	13&8	-8	-7	-13	3	2	3	-28	-2
Cn1c(=O)c2c(nc(SCCCO)n2Cc2ccccc2Cl)n(C)c1=O	17	-8	-1	-8	-3	1	-1	-22	0
Cc1ccc(C(=O)NNC(=S)NC(=O)COc2ccccc2)cc1	36	4	-5	1	0	3	3	-18[20 µM]	-7
COC(=O)Cn1c(O)c(N=NC(=O)c2ccc3c(c2)OCO3)c2ccccc21	7	29[5 µM]	-2	-1	2	-5	1	-14	-10
COc1ccc(-c2ccccc2)cc1NCc1ccccc1C	10	28	1	2	-3	6	-2	-18	6
O=C(NC1CCCCC1)c1ccc(CNc2nc(=S)[nH]c3ccccc23)cc1	3	8	-6	1	-3	2	1	-27	-5
COCC(C)n1c(SCC(=O)N2CCCCC2)nc2ccccc2c1=O (stereo unspecified)	x	15	4	-11	1	3	2	-16	-2
Cc1ccc(C(=O)NC2CC3CCC(C2)N3Cc2ccco2)cc1 (stereo unspecified)	2	42	6	-11	-1	-1	1	-27[20 µM]	-3
COc1ccc(C(CC(=O)N2CCN(c3ccccc3)CC2)c2c(O)cc(OC)cc2OC)cc1 (stereo unspecified)	9	15	x	6	x	x	x	-18	-13
Cc1cccc(NC(=S)NC(=O)/C=C/c2ccccc2)n1	1	14	0	-3	6	-3	4	-4	-20
CCCCOCCCNC1=NCCCCC1	11	-13	-11	2	-1	-3	4	-26	0
O=c1cc(N2CCCCC2)c(-c2ccccc2)nn1Cc1ccccc1	9	6	-7	-4	1	-7	4	10	0
NNC(=O)COc1ccccc1[N+](=O)[O-]	10	-9	-2	2	-1	2	5	-15	-9
O=C(CCn1c(=O)[nH]c2ccsc2c1=O)Nc1ccc(F)c(F)c1	6	9	-6	2	1	1	-3	-7[20 µM]	-1
O=C(O)/C(=C/c1ccco1)NC(=O)c1ccccc1	2	-4	-3	-3	-3	2	0	-15	-17
COc1cc(/C=N/n2cnnc2)ccc1OS(=O)(=O)c1ccccc1[N+](=O)[O-]	4	2	-13	5	3	-11	2	-2	-1
CCOC(=O)CC(NC(=O)c1ccco1)c1ccc(C)cc1 (stereo unspecified)	13	-11	4	-11	2	-7	11	-9[20 µM]	-11
Cc1ccc(CCC(=O)Nc2ncc(Cc3cc(Cl)ccc3Cl)s2)o1	8	12	8	-31	4	1	6	-17	3
CCOC(=O)C1(CCOc2ccccc2)CCN(Cc2cnc(C)s2)CC1	8	3	-3	-7	-3	-2	6	-30	1
Cn1nc(C(F)(F)F)cc1-c1ccc(/C=C(\C#N)C(=O)c2cccc(C(F)(F)F)c2)s1	11	-12	-11	-89	-3	-1	1	-1	20
Cc1cccc(NC(=S)NCc2ccc3c(c2)OCO3)c1C	1	1	10	-1	2	3	10	-11	0
N#C/C(=C1/CCCCCN1)c1nc2ccccc2[nH]1	16	13	8	-11	-4	1	2	13	-38
OC(CN1CCOCC1)CN1CCOCC1	x	9	-6	-26	-3	11	2	-28	2
COc1cc(NC(=S)N2CCCC(CO)C2)c(OC)cc1Cl (stereo unspecified)	4	12	-5	13	4	-7	6	-15	4
CC1(C)Oc2ccc3ccc(=O)oc3c2/C(=C/N)C1=O	7	17	0	6	8	-2	4	7	-35
Cc1cccc(CCNC(=O)C2CCN(S(=O)(=O)c3cccc4nsnc34)CC2)c1	12	12	-2	-12	2	-4	6	-15[20 µM]	-11
COc1cccc(/C=N/n2cnnc2)c1OCc1ccccc1	12	-1	0	-14	3	-2	6	-15[20 µM]	-3
Cc1nn(CC(=O)NCc2ccc(Cl)cc2)c(C)c1[N+](=O)[O-]	8	15	-3	-2	-4	2	0	-23	-2
Cc1ccc(NC(=O)c2ccccc2N(C)S(=O)(=O)c2ccccc2)c(C)c1	6	12	-2	-8	-3	7	4	-16	1
Cc1ccc(S(=O)(=O)N2CCC(C(=O)NCCc3ccc(S(N)(=O)=O)cc3)CC2)cc1	2	53*	-5	-2	-2	3	2	-20[20 µM]	-2
O=[N+]([O-])c1nn(-c2ccc(Cl)cc2)n(O)c1=NCc1ccccc1Cl	3	18	-9	-8	-2	3	1	-15	-6
CNC(=O)n1cc(C)c(-c2cccs2)n1	1	-8	-1	-11	-4	2	2	-31	0
CC1CCCCC12NC(=O)N(CC(=O)NCCc1ccccn1)C2=O (stereo unspecified)	9	-7	-6	-8	-1	5	2	-23	2
O=C(O)CCC(=O)N(Cc1cccs1)Cc1cccs1	7	-14	4	-10	3	4	4	-17[20 µM]	4
Cc1ccc(CNC(=O)C2CCC(=O)N2CCc2ccccc2)cc1 (stereo unspecified)	4	7	2	-11	-4	4	4	-21[20 µM]	-2
CN(CC(=O)Nc1ccc(S(=O)(=O)N2CCCC2)cc1)CC(=O)Nc1cccc(F)c1	9	11	-3	-7	1	5	5	-12	-2
COCCn1c(C)cc(C(=O)COc2ccc(C)nc2[N+](=O)[O-])c1C	8	10	-2	6	-2	15*	6	-20	-9
COc1ccc(/C=C(\C#N)C(=O)Nc2cc(C)c(Cl)cc2OC)cc1O	7	28	-2	-27	1	-1	1	-21	-23
O=C(NCc1cccs1)C1CCN(S(=O)(=O)N2CCCC2)CC1	10	-12	-6	1	-3	5	0	-12	41
Clc1cccc2c1CCN(Cc1nc(-c3cnccn3)no1)C2	4	9	-9	-12	2	0	0	-20	-4
O=C(NC1CCCCC1)C(c1ccc(Cl)cc1)N1CCC2(CC1)OCCO2 (stereo unspecified)	8	0	-8	-13	-1	1	1	-31[20 µM]	-4
Continuation.
SMILES	PGE2 EP2 inh	PPC-1+TRAIL kill	RBBP9 inhibitor	NCF1 inh	Ba/F3 V617F tox	p97 inhibitor	BaF3 tox	Furin inh	Tb hexokinase
CCOC(=O)N1CCN(C(=O)Cn2cc3c(n2)CCCC3)CC1	19	-1	1	11	-4	4	2	-12	3
CC1=C(C)/C(=N\OS(=O)(=O)c2ccc(C)cc2)C=CC1=O	24	34	-4	-2	88*	3	68*	-5	3
COc1ccc(C(=O)NNC(=O)Cc2ccc(Cl)cc2)cc1	10	-1	-6	-10	-1	3	2	-26	2
Cc1ccc(C(=O)/C=C2/NC(=O)CS2)cc1	7	31	2	4	-2	1	5	-10[20 µM]	-51

Screening results from PubChem BioAssay.
